# KCNH2 3.1 inh: qHTS for Inhibitors of KCHN2 3.1: Mutant qHTS | U2OS KCNH2 3.1, thallium flux FluxOr; hits give low values | activity change, % (tested at about 1.8 µM) | hit rate 0.95% among 340,000 | AID 720553, 2013;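 active = maximum activity change below -70%; inconclusive = maximum activity change from -70% to -50%; inactive = maximum activity change above -50%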;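 note: thallium influx rate constant from kinetic fluorescence after stimulation buffer; % is set by controls: 0 for no effect and ±100 for the full control effect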
#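 Measured as rate of thallium-driven FluxOr signal in transduced U2OS cells carrying the 3.1 channel, read kinetically for 2 min upon stimulation; values are rate constants scaled to DMSO control wells.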
# hERG WT inh: qHTS for Inhibitors of KCHN2 3.1: Wildtype qHTS; Voltage-gated inwardly rectifying potassium channel KCNH2 (Homo sapiens), Q12809; U2OS, BacMam KCNH2, thallium flux FluxOr; hits give low values; hit rate 0.37% among 340,000; activity change, % at 1.84 µM;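 active = maximum activity change below -70%; inconclusive = maximum activity change between -70% and -50%; inactive = maximum activity change above -50%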; note: % is set by controls: 0 for no effect and ±100 for the full control effect
#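 U2OS cells transduced with wild-type KCNH2 virus are loaded with FluxOr dye for 45 min, and thallium flux is measured in kinetic reads before and after stimulation buffer. Rate constants are normalized to DMSO controls.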
# Coupling enz: qHTS Assay for Inhibitors of Fructose-1,6-bisphosphate Aldolase from Giardia Lamblia: Coupling assay counterscreen; coupling enzyme system counterscreen, AmpLite Red fluorescence; activity change, negative = inhibition, % at 58.2 µM, hits read low; hit rate 0.67% among 290,000; in the data active = activity change below about -30%; note: % is set by controls: 0 for no effect and ±100 for the full control effect
#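 First, compound is pin-transferred into glyceraldehyde-3-phosphate coupling-enzyme reagent at 57.5 uM final and held 10 min at RT. Next, substrate, coupling system and AmpLite Red are added. After 20 min RT, fluorescence (525/598 nm) is read.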
# CXXC DNA block: qHTS Fluorescence Polarization Assay for Inhibitors of MLL CXXC domain - DNA interaction; MLL-CXXC / FITC-HOXA9 DNA fluorescence polarization; Potency, µM (series often up to 115 µM), without a hit: at the highest dose activity change, negative = inhibition, usual class: inhibitors; hit rate 0.037% among 290,000; AID 2662, 2010; active = well fitted inhibition curve with a large enough effect in the polarisation, with a control signal flat, not every such curve was filed as active; inconclusive = small, poorly fitted or top-dose-only effect, or effect the other way, or a change in a side signal; inactive = no such curve, though single readings can be large or run the other way; the % refers to the polarisation; note: potency is the fitted concentration of half-maximal effect
#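 Steps: dispense CXXC domain solution (7 uM) → pin compounds or unlabeled HOX-A9 DNA control → 5 min ambient → add FLSN-HOX-A9 solution (50 nM) → spin → 30 min ambient → fluorescence polarization. Tris pH 7.5/NaCl/DTT/BSA buffer.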
# S-ASM inh: Inhibitors of Secretory Acid Sphingomyelinase (S-ASM): qHTS | placental ASM, HMU-PC fluorogenic substrate, 60 min | Potency, µM (titrated, usually from 57.5 µM), inactives show at the top dose activity change, negative = inhibition, hits mostly inhibitors | hit rate 0.006% among 340,000 | Sphingomyelin phosphodiesterase (Homo sapiens), P17405; note: potency is the fitted concentration of half-maximal effect
#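 Human placenta-derived ASM preincubated with compound 10 min at room temperature, then reacted with 9 uM (final) fluorogenic HMU-PC substrate for 60 min at 37 C. Stop solution raises pH to 10; fluorescence read at Ex 386/Em 447 nm.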
# MBNL1-CUG inh: qHTS Assay for Inhibitors of MBNL1-poly(CUG) RNA binding | Muscleblind-like protein 1 (Homo sapiens), Q9NR56 | TR-FRET MBNL1-His/biotin-(CUG)12 binding, 665/545 ratio | Potency, µM (series often up to 57.5 µM), inactives show top-dose activity change, negative = inhibition, most hits filed as inhibitors | hit rate 0.036% among 280,000 | AID 2675, 2010; active = well fitted inhibition curve with a large enough effect in the signal ratio, with a control signal flat, not every such curve was filed as active; inconclusive = small, poorly fitted or top-dose-only effect, or effect the other way, or a change in a side signal; inactive = no such curve, though single readings can be large or run the other way; the % refers to the signal ratio; note: potency is the fitted concentration of half-maximal effect; % is set by controls: 0 for no effect and ±100 for the full control effect
#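 Compound titration spanned 92 nM–58 uM against the MBNL1-His/biotin-(CUG)12 complex. After 60 min at room temperature with 5 nM streptavidin-XL665 and 0.055 ng/ul terbium anti-His, ratiometric 665/545 nm emission (Ex 340 nm) normalized to controls.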
# TRPV1 agonist: HTS Assay for Compounds that Act as Agonists of the Vanilloid Receptor 1. Transient receptor potential cation channel subfamily V member 1 (Homo sapiens), Q8NER1. TRPV1-expressing cells, Fluo-8 calcium influx, agonist mode. activation, % at 8.33 µM. hit rate 0.19% among 320,000; in the data active = activation above about 80%; inconclusive = between about 30% and that limit; note: 0% is about no effect
# Target sequence (Q8NER1 whole entry, looked up): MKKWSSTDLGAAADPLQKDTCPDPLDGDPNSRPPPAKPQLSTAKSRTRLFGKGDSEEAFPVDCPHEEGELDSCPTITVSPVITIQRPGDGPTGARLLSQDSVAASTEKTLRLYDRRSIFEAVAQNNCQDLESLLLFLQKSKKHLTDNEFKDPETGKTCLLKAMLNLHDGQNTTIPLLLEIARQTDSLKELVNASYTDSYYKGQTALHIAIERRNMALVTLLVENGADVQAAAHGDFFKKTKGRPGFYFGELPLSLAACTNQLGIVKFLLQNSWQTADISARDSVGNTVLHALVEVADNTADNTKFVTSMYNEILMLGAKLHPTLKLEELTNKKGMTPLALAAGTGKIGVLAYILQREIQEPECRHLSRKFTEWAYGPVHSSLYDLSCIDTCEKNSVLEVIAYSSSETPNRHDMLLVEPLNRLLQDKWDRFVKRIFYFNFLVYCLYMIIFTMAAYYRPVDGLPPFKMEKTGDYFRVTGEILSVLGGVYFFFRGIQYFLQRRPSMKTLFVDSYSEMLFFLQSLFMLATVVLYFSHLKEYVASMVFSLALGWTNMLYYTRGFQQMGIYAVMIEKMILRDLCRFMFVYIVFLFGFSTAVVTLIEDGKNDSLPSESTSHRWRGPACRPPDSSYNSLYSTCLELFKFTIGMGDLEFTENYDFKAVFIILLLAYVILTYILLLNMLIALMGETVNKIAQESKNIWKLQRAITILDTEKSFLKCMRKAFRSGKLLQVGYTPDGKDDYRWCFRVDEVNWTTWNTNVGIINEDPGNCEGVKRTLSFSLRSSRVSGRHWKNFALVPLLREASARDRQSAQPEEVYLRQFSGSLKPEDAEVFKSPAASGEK
#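 Fluo-8 calcium influx in TRPV1-expressing cells, kinetic read (ex 480/em 520 nm). Compound added and read 3 min for agonist activity, followed by capsaicin at EC20 final and 2 min further read for enhancement.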
# GALK inh: qHTS Assay for Inhibitors of Human Galactokinase (GALK). AID 1868, 2009. hit rate 0.007% among 270,000. P51570. Potency, µM (top dose mostly 57.5 µM), without a hit: at the top dose activity change, negative = inhibition, usual class: inhibitors. Purified GALK, Kinase-Glo residual ATP luminescence; note: potency is the fitted concentration of half-maximal effect; % is set by controls: 0 for no effect and ±100 for the full control effect
#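 Quantitative HTS: GALK 5 nM, ATP 35 uM, galactose 100 uM, 1 h room temperature, then luciferase-based ATP detection.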
# A-T KAP1 phos: qHTS Assay for Identifying a Potential Treatment of Ataxia-Telangiectasia. […] A-T fibroblasts, KAP-1 phosphorylation AlphaLISA; neocarzinostatin DNA damage 30 min before lysis. Potency, µM (titrated, usually from 57.5 µM), without a hit: top-dose activation, hits mostly activators. hit rate 0.19% among 320,000; note: potency is the fitted concentration of half-maximal effect; % of control where 0% means no effect; nearly all actives have a fitted effect of over 45% in size
#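 hTERT-immortalized A-T patient fibroblasts ([…]), 500 cells/well in OPTI-MEM, 1% FBS, got compounds for 60 min, then NCS for 30 min at 37C. Lysates were then assayed for phospho-KAP-1 by AlphaLISA (anti-pKAP1 donor, anti-KAP1 acceptor beads), 6 hr at 25C.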
# Integrin act MD: qHTS for Activators of Integrin-Mediated Alleviation for Muscular Dystrophy; AID 624291, 2012; Potency, µM (highest dose often 38.3 µM), without a hit: at the top dose activation, usual class: activators; hit rate 0.064% among 350,000; alpha7betagal myoblasts, beta-gal FDG fluorescence, 48 h;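 note: potency is the fitted concentration of half-maximal effect; 100% = response of the positive control SU9516; nearly all actives have a fitted effect of over 60% in size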
#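 Alpha7betagal+/- myoblasts (passage 13) were plated 16-24 hr, then exposed to compounds (1:260 dilution of DMSO stock) for 48 hours at 37C. After MPER lysis, β-galactosidase reporter activity was read as FDG fluorescence (ex 480/em 540) after 30 minutes.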
# * marks the source's active call; other numbers are inactive results; ? = inconclusive; nt = not tested or not shown; [ ] = dose if it differs, or a comment. Unless noted, calls come from the whole dose curve; as a rule, active = well fitted curve in the direction sought with a large enough effect; inconclusive = small, poorly fitted or top-dose-only effect, or another doubt; inactive = no such curve, though single readings can be large; an effect the other way counts as inactive or inconclusive.
smiles	KCNH2 3.1 inh	hERG WT inh	Coupling enz	CXXC DNA block	S-ASM inh	MBNL1-CUG inh	TRPV1 agonist	GALK inh	A-T KAP1 phos	Integrin act MD
COc1cc(N)c(Cl)cc1C(=O)OCC(=O)Nc1ccc(N2CCOCC2)cc1	11	23	nt	nt	0%	nt	nt	nt	2%	-26%
O=C(/C=C/c1cccs1)Nc1cccc(NC(=O)/C=C/c2cccs2)n1	-9	4	1	23%	-8%	24%	1	0%	-1%	12%
CN(C)C(=O)N1CCCC(C(=O)NCc2ccc(F)cc2Cl)C1 (configuration not stated)	-1	9	2	-3%	2%	-1%	-5	-1%	-7%	19%
COC(=O)c1ccc(C(C(=O)NC2CCCCC2)N(Cc2ccccc2)C(=O)Cc2cccs2)cc1 (configuration not stated)	nt	-48	-3	9%	2%	nt	4	0%	5%	8%
O=C(NCc1ccccc1)C1COc2ccccc2O1 (configuration not stated)	-1	-26	1	-11%	-1%	-15%	6	-2%	nt	-2%
COc1ccc(S(=O)(=O)NCC(=O)NCc2cc(=O)n(C)c(=O)n2C)cc1C	-6	-7	1	6%	2%	-1%	1	nt	-6%	27%
CCN(CC)S(=O)(=O)c1ccc(OC(C)C)c(N)c1	-1	-15	2	-5%	5%	5%	16	9%	3%	-12%
COc1ccc(CC(=O)N2CCCC(C)C2)cc1 (configuration not stated)	5	-4	-1	-7%	0%	-4%	-8	3%	4%	-4%
CC1CN(C(C)C)C(=S)NC1=O (configuration not stated)	?	4	nt	nt	4%	nt	nt	nt	nt	-5%
CCOC(=O)Cn1c(=O)c2c(nc(Br)n2Cc2ccccc2Cl)n(C)c1=O	-3	3	9	-8%	-1%	1%	2	0%	nt	-51%[inhibitor]
O=C(OCC(=O)N1CCN(C(=O)c2ccco2)CC1)c1cc(=O)c2ccccc2o1	-8	-1	2	1%	3%	?	2	1%	2%	0%
O=C(OCC(=O)N1CCCc2ccccc21)c1ccc(F)c(S(=O)(=O)N2CCOCC2)c1	18	2	nt	nt	1%	nt	8	nt	-2%	0%
CCC(C(=O)NC1CCCCCC1)n1nc(C)c2c(C)n(-c3ccccc3)nc2c1=O (configuration not stated)	1	-1	nt	3%	2%	-1%	4	-9%	1%	0%
O=C(CCCN1C(=O)c2ccccc2C1=O)Nc1nccs1	-1	-12	0	-5%	0%	9%	-2	-1%	-3%	8%
COc1cccc(C(=O)n2ccc(-c3cccs3)n2)c1	4	-8	2	6%	4%	-7%	9	0%	3%	14%
CCC(=O)N1CCN(c2cc(NCC3CCCO3)c(F)cc2[N+](=O)[O-])CC1 (configuration not stated)	14	3	2	-5%	-13%	?	1	2%	-6%	1%
Cc1ccccc1CSc1nnc(C)n1N	16	12	-2	-2%	2%	-4%	0	0%	-5%	-2%
CCCCn1c(N)c(N(CCOC)C(=O)c2ccc3c(c2)OCCO3)c(=O)[nH]c1=O	-6	?	nt	nt	-3%	nt	-1	nt	-1%	2%
C=CCN1C(=O)/C(=C2/Sc3ccc(OC)cc3N2C)SC1=Nc1cccc(O)c1	-10	-5	0	10%	55%[activator]	35%[activator]	-1	3%	-9%	14%
CC(C)CC(=O)Nc1nnn(C)n1	2	0	2	-8%	-2%	-3%	-1	2%	2%	-24%
CC(C)=CCC/C(C)=C/C(=O)O	-3	23	7	0%	-1%	-5%	-3	3%	-54%[inhibitor]	-14%
COc1ccc(N2CCN(C(=O)Cc3ccc(OC)c(OC)c3)CC2)cc1	-19	-22	0	-1%	-2%	-10%	?	-7%	-4%	9%
COc1cc(/C=N/NC(=O)c2sc(N)c(C#N)c2C)cc(Br)c1O	-4	-7	0	0%	0%	?	-2	-3%	-3%	-6%
COc1ccc(CNC(=O)CCCNC(=O)c2ccc(Cl)cc2)cc1OC	-1	1	-3	0%	1%	0%	4	1%	1%	-12%
CC1CCN(C(=O)COC(=O)c2ccccc2C(=O)c2ccccc2)CC1	10	-1	nt	nt	2%	nt	nt	nt	5%	-7%
CCN(CC)S(=O)(=O)c1ccc(S(=O)(=O)N2CCCC2)cc1	11	-11	-2	-3%	3%	-15%	-1	1%	13%	-3%
COC1CCCCC1NS(=O)(=O)c1ccc(Cl)cc1 (configuration not stated)	-20	-17	2	-4%	0%	-4%	0	2%	2%	-6%
Clc1cccc(Cl)c1Cn1cnc(=NCc2ccco2)c2[nH]cnc21	13	-4	1	1%	-16%	?	2	1%	5%	19%[7.66 µM]
CN1C(=O)CC(N2CCC(c3nc4ccccc4[nH]3)CC2)C1=O (configuration not stated)	5	3	1	-6%	-2%	4%	nt	1%	10%	6%
COc1ccc(NC(=O)CC(NC(C)c2ccccc2)C(=O)O)cc1 (configuration not stated)	16	35	-1	-3%	5%	-4%	2	8%	-2%	-3%
COc1ccc2oc(=O)cc(-c3cc4cccc(OC)c4o3)c2c1	7	2	0	8%	-3%	3%	6	7%	-1%	?
Cc1nn(CC(=O)NCCCN2CCCCC2)c(=O)c2cc(-c3ccccc3)nn12	14	15	1	-1%	2%	0%	-2	-2%	-1%	39%
Cc1ccc(-c2c(C)nn3c(N4CCOCC4)cc(C)nc23)cc1	4	1	-1	?	-2%	-5%	3	nt	12%	23%
CC1=C(C(=O)Nc2ccccc2C(=O)NC2CCCCC2)SCCO1	34	4	nt	-9%	3%	-3%	?	-4%	-23%	22%
O=[N+]([O-])c1cc(-c2cccnc2)n[nH]1	0	3	nt	nt	2%	nt	nt	nt	nt	0%
COc1ccc(C(=O)NCCN2CCOCC2)c(OC)c1OC	-8	-8	-1	-7%	-1%	0%	-2	0%	-9%	0%
COC(=O)CNC(=O)COC(=O)c1ccc(Cl)nc1	-3	-12	0	-2%	1%	1%	-1	1%	4%	-6%
Cc1ccc(S(=O)(=O)N2CCOCC2)cc1NC(=O)CN1C(=O)NC2(CCCC2)C1=O	0	-3	nt	nt	3%	nt	nt	nt	-3%	32%
CC(C)NC(=O)C1CC(=O)N(C(C)c2ccccc2)C1 (configuration not stated)	1	7	2	-6%	6%	11%	-1	4%	nt	-10%
COC(=O)c1cc(C#N)c(=O)[nH]c1C	7	-5	-3	-1%	-3%	nt	1	-1%	-2%	44%

# In the list so far, two contain bromine:
smiles	KCNH2 3.1 inh	hERG WT inh	Coupling enz	CXXC DNA block	S-ASM inh	MBNL1-CUG inh	TRPV1 agonist	GALK inh	A-T KAP1 phos	Integrin act MD
CCOC(=O)Cn1c(=O)c2c(nc(Br)n2Cc2ccccc2Cl)n(C)c1=O	-3	3	9	-8%	-1%	1%	2	0%	nt	-51%[inhibitor]
COc1cc(/C=N/NC(=O)c2sc(N)c(C#N)c2C)cc(Br)c1O	-4	-7	0	0%	0%	?	-2	-3%	-3%	-6%

# The results go on.
smiles	KCNH2 3.1 inh	hERG WT inh	Coupling enz	CXXC DNA block	S-ASM inh	MBNL1-CUG inh	TRPV1 agonist	GALK inh	A-T KAP1 phos	Integrin act MD
COc1ccc(C2=C(N)c3ccccc3C2=O)cc1	-2	15	4	-23%	-6%	?	4	0%	5%	17%
COCCn1c(C)c(C)c2c(NCCc3ccccc3)ncnc21	2	-5	-3	-3%	2%	48%[activator]	-5	3%	6%	14%
CSc1ccc(S(=O)(=O)N2CCC(C(=O)NCCc3ccccc3)CC2)cc1	-16	2	0	19%	6%	1%	12	4%	1%	-9%
CCCn1c(=O)c2ccccc2n2c(SCN3C(=O)c4ccccc4C3=O)nnc12	nt	nt	4	-4%	nt	4%	-3	0%	2%	nt
NC(=O)c1cn(-c2ccccc2)nc1-c1cccnc1	-9	1	0	0%	2%	-1%	2	-3%	-6%	-18%
CC(OC(=O)c1ccc2c(c1)OCO2)C(=O)NC1CCCCC1C (configuration not stated)	-1	-33	nt	nt	-2%	nt	1	nt	1%	20%
C=CCn1c(SCC(=O)Nc2ccc(C(=O)OCC)cc2)nnc1-c1cccs1	?	-48	2	0%	-3%	14%	1	-4%	2%	8%
COc1ccccc1C(=O)OCC(=O)Nc1cccc(S(=O)(=O)N2CCCC2)c1	22	12	nt	nt	-1%	nt	0	nt	-4%	4%

# Assay outcomes (PubChem BioAssay)
